# PRMT1 FP inh: PRMT1 methyltransferase inhibitors, primary screen, biochemical, fluorescence polarization; Protein arginine N-methyltransferase 1 (Homo sapiens), Q99873; recombinant PRMT1, activity-based probe fluorescence polarization; inhibition, % at 2.79 µM; actives 1.3% (n = 370,000); AID 652257, 2013;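 active means inhibition above about 21% made by adding two undisclosed values, limit read from the data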
# NPR2 activator: human GC-B receptor activators, primary screen, HEK293 GC-B cells, cGMP TR-FRET, EC30 CNP. Atrial natriuretic peptide receptor 2 (Homo sapiens), P20594. 0% at EC30 CNP, 100% saturating CNP. actives 0.11% (n = 370,000). AID 1920062, 2024. activation, % at 10 µM;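 active means activation at 10 µM reaching about 35% in either raw or pattern-adjusted values, limit read from the data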
# Target sequence (P20594 whole entry, looked up): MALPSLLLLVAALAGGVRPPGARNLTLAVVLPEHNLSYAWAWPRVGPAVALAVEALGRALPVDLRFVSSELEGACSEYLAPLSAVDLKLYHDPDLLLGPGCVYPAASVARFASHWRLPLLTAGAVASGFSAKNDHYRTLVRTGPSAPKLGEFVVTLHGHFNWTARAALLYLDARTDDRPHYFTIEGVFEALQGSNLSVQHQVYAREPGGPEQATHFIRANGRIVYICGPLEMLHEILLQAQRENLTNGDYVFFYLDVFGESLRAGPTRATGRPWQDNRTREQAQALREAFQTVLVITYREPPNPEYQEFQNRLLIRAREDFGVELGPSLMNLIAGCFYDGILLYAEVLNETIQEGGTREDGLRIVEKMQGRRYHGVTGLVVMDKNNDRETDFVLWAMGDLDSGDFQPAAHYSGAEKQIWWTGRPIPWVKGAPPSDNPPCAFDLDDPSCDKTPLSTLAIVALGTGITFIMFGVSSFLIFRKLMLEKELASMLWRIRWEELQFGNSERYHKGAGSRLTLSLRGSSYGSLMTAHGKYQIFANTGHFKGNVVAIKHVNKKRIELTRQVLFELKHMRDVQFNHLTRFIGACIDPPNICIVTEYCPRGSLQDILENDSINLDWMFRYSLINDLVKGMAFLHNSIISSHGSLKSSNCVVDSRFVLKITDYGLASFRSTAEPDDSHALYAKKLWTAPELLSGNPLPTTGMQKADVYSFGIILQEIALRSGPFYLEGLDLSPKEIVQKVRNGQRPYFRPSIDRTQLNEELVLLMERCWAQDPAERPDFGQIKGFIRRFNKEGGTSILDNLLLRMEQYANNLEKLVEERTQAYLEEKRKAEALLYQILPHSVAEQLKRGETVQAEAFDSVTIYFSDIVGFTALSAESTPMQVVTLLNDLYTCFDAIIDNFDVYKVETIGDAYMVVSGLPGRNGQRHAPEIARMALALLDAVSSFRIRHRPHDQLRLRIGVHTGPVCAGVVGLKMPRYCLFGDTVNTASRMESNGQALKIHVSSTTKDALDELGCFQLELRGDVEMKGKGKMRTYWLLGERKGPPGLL
# UHRF1 MBD2 ctr: UHRF1 methylated DNA binding inhibitors, primary screen, counter-screen for MBD2 inhibitor project, biochemical, TR-FRET, human UHRF1, single concentration; inhibition, % at 4.4 µM; AID 687016, 2013; actives 0.75% (n = 370,000); UHRF1 binding to methylated oligo; E3 ubiquitin-protein ligase UHRF1 (Homo sapiens), Q96T88; in the data active means inhibition above about 21%;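 further: UHRF1 SRA domain binding a hemimethylated CpG hairpin DNA probe; 0% = median of test compound wells and 100% = reference inhibitor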
# rCAG RNA binder: binders of r(CAG) RNA repeats, primary screen, biochemical, fluorescence | AID 651821, 2012 | actives 1.3% (n = 370,000) | r(CAG) RNA repeat, TO-PRO-1 dye displacement fluorescence | inhibition, % at 3 µM;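 active means inhibition above the plate cutoff, the mean of all test compounds on that plate plus 3 SD, cut at about 35% in these data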;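 further: 0% = DMSO alone and 100% = 100 µM mitoxantrone as full dye displacement; higher means more dye released from RNA so lower well fluorescence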
# SIAE inh: human SIAE inhibitors, primary screen, biochemical, fluorescence polarization, FP-Rh probe, 1536-well HTS | AID 1053197, 2014 | actives 0.69% (n = 370,000) | inhibition, % at 9.66 µM | Sialate O-acetylesterase (Homo sapiens), Q9HAT2 | SIAE FP-Rh probe binding;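 active means inhibition above a cutoff: mean of compounds within the control limits plus 3 SD of those, cut at about 17% in these data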;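 further: 0% = plate median of compound wells and 100% = probe without SIAE protein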
# HTRA1 inh: HTRA1 serine protease inhibitors, primary screen, biochemical, fluorescence polarization, HTS; Q92743; recombinant HTRA1, FP-rhodamine activity-based probe; inhibition, % at 5.96 µM; actives 0.5% (n = 340,000); AID 504803, 2011; in the data active means inhibition above about 36%;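 further: 0% = enzyme with DMSO and 100% = wells lacking enzyme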
# ABHD4 inh: ABHD4 inhibitors, primary screen, biochemical, fluorescence polarization, mouse | (Lyso)-N-acylphosphatidylethanolamine lipase (Mus musculus), Q8VD66 | AID 720543, 2013 | purified mABHD4, FP-Rh probe fluorescence polarization | inhibition, % at 8.92 µM | actives 0.54% (n = 370,000);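 active means inhibition exceeding the mean over every tested compound plus 3 SD, cut at about 30% in these data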;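 further: 0% = plate median of compound wells and 100% = S159A mutant with DMSO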
#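 Test system: mABHD4 protein; Read-out basis: % inhibition; Incubation: 45 min + 60 min at 25 °C; Repeats: single replicate; Technique: fluorescence polarization with parallel and perpendicular emission, 525/598 nm; Compound: 8.92 µM, single dose; Benchmarks: full inhibition S159A mutant plus DMSO, zero as sample-well median.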
# TCR-CD3 inh: inhibitors of human TCR-CD3 interaction, primary screen, biochemical, fluorescence, TAMRA-labeled TCR probe; T-cell receptor (TCR); inhibition, % at 9.4 µM; actives 0.37% (n = 360,000); in the data active means inhibition above about 19%;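 further: recombinant mutant TCR 2C K166C tagged with TAMRA read by polarization; 0% = receptor in buffer alone and 100% = receptor with positive control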
# GC-A act: GC-A stimulated cGMP production enhancers – HEK293 GC-A cells, cGMP TR-FRET, EC30 ANP, primary screen. Atrial natriuretic peptide receptor 1 (Homo sapiens), P16066. 0% at EC30 ANP, 100% saturating ANP. activation, % at 10 µM. actives 0.14% (n = 370,000). AID 1671463, 2021; in the data active means activation above about 40%
# MBD2 inh: inhibitors of MBD2 binding to methylated DNA, primary screen, biochemical, TR-FRET, DNA-binding domain, human; MBD2 binding to methylated oligonucleotide; actives 0.31% (n = 370,000); inhibition, % at 4.4 µM; Methyl-CpG-binding domain protein 2 (Homo sapiens), Q9UBB5; in the data active means inhibition above about 13%
# Active calls of the source: *; x = not tested or not shown. This is a subset, so the mix of outcomes need not match the whole.
Molecule,PRMT1 FP inh,NPR2 activator,UHRF1 MBD2 ctr,rCAG RNA binder,SIAE inh,HTRA1 inh,ABHD4 inh,TCR-CD3 inh,GC-A act,MBD2 inh
Oc1ccc(Br)cc1CNc1ccccn1,0.3,-6.6,6.2,0.5,-1.9,2.4,0.7,-0.9,-15.4,-1.4
CCN(CC)S(=O)(=O)c1ccc(OC)nc1,0.9,1.3,-2.8,1.1,9.4,4.9,3.0,-0.1,2.5,-1.6
c1ccc(CSc2nnc(NC3=NCCCCC3)s2)cc1,0.1,3.3,2.0,-4.4,-1.8,1.6,4.5,0.0,3.8,-3.6
Cc1onc(-c2c(Cl)cccc2Cl)c1C(N)=O,0.3,4.6,0.3,1.3,3.6,5.3,-0.8,6.8,2.4,0.8
O=C(CO/N=C/c1c(Cl)cccc1Cl)NNC(=O)c1ccc(Cl)cc1,-1.8,0.2,-2.0,2.8,1.9,-6.6,-7.0,1.3,-3.8,1.8
O=c1c2c3nc4ccccc4nc3n(Cc3ccccc3)c2ncn1Cc1ccco1,38.0*,47.9*,1.0,37.4*,-10.3,-55.2,-20.4,4.0,46.1*,-6.9
CC(=O)Nc1ccc(CN2CCc3c([nH]c4ccccc34)C2c2ccccn2)cc1 (stereo unspecified),2.0,1.4,-3.2,1.6,4.8,-8.3,0.9,-4.7,7.8,-3.4
CCOC(=O)C1CCN(C(=O)c2ccc(OC)cc2OC)CC1,2.8,3.7,3.2,-4.5,-1.4,1.1,6.1,-5.1,3.2,-5.2
COc1ccc(Cl)cc1C(=O)CSc1nnnn1C,-5.0,0.2,-1.8,0.4,8.4,-0.9,-5.0,-2.4,3.1,-2.8
Oc1c(Cl)cc(Cl)cc1CNc1nccs1,-1.0,-7.3,-1.0,5.2,-1.7,-9.4,-9.4,2.4,1.8,-1.2
CCOC(=O)c1cccc(NC(=O)CCS(=O)(=O)c2ccc(Br)s2)c1,-1.4,-6.1,-1.3,-1.0,-1.4,2.1,0.1,-2.4,-3.5,0.4
CCc1nc2ccccc2c(C(=O)OCc2nc3ccccc3c(=O)[nH]2)c1C,2.4,1.1,-0.8,7.5,-4.7,-12.7,-4.8,-2.1,7.7,2.7
NS(=O)(=O)c1ccc(CNC(=O)/C=C/c2cccc(Cl)c2)cc1,-4.0,5.1,-2.3,4.5,2.4,-10.2,2.2,5.3,1.7,-5.4
CC1CCCN(C(=O)CSc2nnc(-c3ccncc3)n2C)C1 (stereo unspecified),-3.1,-5.6,1.1,-3.4,-8.6,8.0,-4.7,5.2,-1.6,-0.6
COc1ccc(NC(=O)Cn2ccc(C(F)(F)F)n2)cc1S(=O)(=O)N1CCOCC1,-3.1,0.8,-1.4,1.1,4.3,-4.5,-0.2,-0.2,0.9,-0.1
CNCc1cc(Cl)cc(OC)c1OC(C)C,-4.4,1.6,-0.8,-2.8,9.0,-2.2,-5.0,8.1,-7.5,-0.5
O=C(CNc1cc(S(=O)(=O)N2CCOCC2)ccc1NCC1CCCO1)Nc1ccc(C(F)(F)F)cc1 (stereo unspecified),2.3,0.8,1.2,0.6,1.4,-6.2,4.7,-18.3,2.1,3.4
O=C(Cc1cc(=O)oc2cc(O)ccc12)NCC1CCC(C(=O)O)CC1 (stereo unspecified),-4.7,2.8,0.5,-2.0,12.4,6.2,7.2,-8.1,2.1,4.2
CC(C)C[C@@H](CSc1ccccc1)N1CCN(CCc2ccccc2)CCC1=O,2.0,0.2,2.2,-10.7,-6.8,-23.2,-8.2,1.9,1.1,2.4
COc1ccc(OC2CCN(S(=O)(=O)c3cccc(F)c3)CC2)cc1,-5.5,2.3,-0.9,-1.0,7.2,3.2,-7.5,3.6,9.5,-3.2

# Another view of part of the listing above:
Oc1ccc(Br)cc1CNc1ccccn1
  PRMT1 FP inh = 0.3
  NPR2 activator = -6.6
  UHRF1 MBD2 ctr = 6.2
  rCAG RNA binder = 0.5
  SIAE inh = -1.9
  HTRA1 inh = 2.4
  ABHD4 inh = 0.7
  TCR-CD3 inh = -0.9
  GC-A act = -15.4
  MBD2 inh = -1.4

CCN(CC)S(=O)(=O)c1ccc(OC)nc1
  PRMT1 FP inh = 0.9
  NPR2 activator = 1.3
  UHRF1 MBD2 ctr = -2.8
  rCAG RNA binder = 1.1
  SIAE inh = 9.4
  HTRA1 inh = 4.9
  ABHD4 inh = 3.0
  TCR-CD3 inh = -0.1
  GC-A act = 2.5
  MBD2 inh = -1.6

c1ccc(CSc2nnc(NC3=NCCCCC3)s2)cc1
  PRMT1 FP inh = 0.1
  NPR2 activator = 3.3
  UHRF1 MBD2 ctr = 2.0
  rCAG RNA binder = -4.4
  SIAE inh = -1.8
  HTRA1 inh = 1.6
  ABHD4 inh = 4.5
  TCR-CD3 inh = 0.0
  GC-A act = 3.8
  MBD2 inh = -3.6

# Additional compounds follow.
Molecule,PRMT1 FP inh,NPR2 activator,UHRF1 MBD2 ctr,rCAG RNA binder,SIAE inh,HTRA1 inh,ABHD4 inh,TCR-CD3 inh,GC-A act,MBD2 inh
COc1ccc(C(=O)NNS(=O)(=O)c2ccccc2)cc1,-0.8,1.5,0.8,-1.3,1.2,6.1,-1.8,3.1,4.2,1.4
CC(C)=CC(=O)OCC(=O)Nc1ccc(Cl)cc1,4.3,3.0,5.6,-3.2,-4.6,-5.0,-1.4,2.1,-1.4,2.7
CC(C)CC(=O)Nc1ccc(C(=O)Cn2nc(C(=O)O)c3ccccc3c2=O)cc1,0.5,-9.9,2.2,14.8,-29.5,-3.3,-11.5,-3.4,0.3,7.4
COc1ccccc1C(=O)NCCC(=O)N(C)Cc1ccc(C)o1,5.2,2.1,0.8,-8.9,-6.9,-0.8,1.4,-4.3,3.2,5.3
O=C(OCC(=O)N1CCN(c2ccccc2)CC1)c1cccc([N+](=O)[O-])c1,3.5,1.9,1.8,-4.9,1.2,1.4,4.7,-3.3,2.1,5.9
COC(=O)CSc1nnc(CNC(=O)c2ccccc2OC)n1C,-0.7,1.9,-1.1,-0.9,7.0,-4.8,8.4,2.4,4.8,0.6
COCCCn1c(SCC(=O)NNC(=O)c2cccc(O)c2)nnc1-c1ccncc1,3.5,8.6,2.0,-4.6,-5.8,3.6,5.5,-2.4,2.2,5.0
O=C(CCCCCN1C(=O)c2ccccc2C1=O)NCc1ccccn1,-0.1,-7.0,1.2,0.0,3.2,0.5,-12.9,-1.6,8.8,-5.2
C[C@H]1COc2cc(Br)ccc2S(=O)(=O)N1Cc1cn(Cc2ccccc2)nn1,-3.4,-7.6,1.7,5.1,3.9,x,2.8,x,-6.5,-0.2
Cc1ccccc1-c1nc(CS(=O)(=O)CC(=O)NC2CC2)c(C)o1,-4.4,-3.2,-0.2,-0.9,4.4,-0.8,-0.5,10.0,-2.7,1.4
COC(=O)c1ccc(OC)c(CSc2nnc(COc3ccccc3)o2)c1,-0.2,-0.6,4.9,-2.8,3.6,-24.7,-8.8,1.2,-1.1,4.2
CSCCCNC(=S)N(C)CC(=O)Nc1ccc(C)cc1,-0.1,2.2,-1.8,-0.5,1.6,3.7,1.1,-2.4,4.7,1.5
COc1ccccc1NC(=O)CSc1nc2nccnc2c(=O)n1Cc1cccs1,3.6,3.7,1.5,2.4,-4.8,12.7,-5.8,0.9,-5.9,8.2
Cc1cc(=O)oc2c(CN3CC(C)OC(C)C3)c(O)c(Cl)cc12 (stereo unspecified),-0.2,0.5,2.0,2.6,6.8,6.7,11.4,12.4,3.6,-1.0
O=C1NC(=Nc2ccc(Cl)cc2)SC1Cc1cc(Cl)ccc1Cl (stereo unspecified),-1.9,6.0,0.0,4.0,-13.5,-13.9,-5.9,1.4,-3.5,-2.3
CC(=O)Oc1ccc(/C=C(\NC(=O)c2ccco2)C(=O)NCc2ccco2)cc1,-3.4,-4.1,0.7,0.3,3.6,3.6,5.5,2.7,-2.2,-6.5
C1CCN(CCCNC2C3CC4CC(C3)CC2C4)C1 (stereo unspecified),-1.3,-8.2,-1.6,1.3,0.8,8.6,-7.2,1.5,4.3,-1.3
CC1CCCCN1C(=S)Nc1ccc2nc3n(c(=O)c2c1)CCCCC3 (stereo unspecified),1.1,4.8,1.8,3.7,-6.2,8.4,4.3,-1.6,5.1,-2.4
COc1cc(CC(=O)NCc2cccs2)cc(OC)c1OC,1.1,5.8,2.4,-4.4,3.6,0.0,-5.9,-3.3,0.3,-4.2
COCCCN1CCC2(CCC(c3ccccc3)CC2)C1=O (stereo unspecified),-0.4,-2.0,-3.6,-0.7,3.7,x,2.4,x,2.4,-10.2
c1ccc2c3c([nH]c2c1)CCNC3,-2.2,-3.8,-3.8,3.2,2.2,5.0,2.4,5.6,-0.6,-2.5
COc1cc(C(=O)NCCOc2cccc(C)c2)c(Br)c(OC)c1OC,1.2,-2.2,-0.4,-1.7,4.1,-4.2,-1.2,-0.5,-5.3,1.5
COc1ccc(C(C)(C)C)cc1NC(=O)OC[C@@H]1CSCCS(=O)(=O)N1,-5.5,-0.4,3.5,0.1,-4.2,x,-12.0,-0.4,-3.6,1.3
Cn1c(=O)c2sccc2n2c(CCCC(=O)NCc3ccco3)nnc12,0.2,-0.9,0.7,3.0,1.1,0.0,-0.4,5.8,3.2,-2.1
c1ccc(-c2nc(-c3ccco3)n3ccccc23)cc1,23.7*,-3.1,3.3,24.2,0.9,24.2,2.3,-3.0,7.8,-1.2
CC(=O)/C(=N/Nc1ccccc1)Sc1nnc(CCc2ccccc2)n1-c1ccccc1,2.7,-10.3,-0.8,0.3,2.5,-10.3,-0.3,-5.7,-27.4,3.8
CC[C@H]1O[C@H](C)CC2=C1C(=O)OC(C)(C)O2,2.2,6.8,-0.8,0.6,0.1,x,-2.7,-3.2,2.1,2.1
O=C(CSc1nnc(NC(=O)c2cccc(F)c2)s1)NCC1CCCO1 (stereo unspecified),3.0,0.7,4.2,-2.6,6.0,-0.4,1.3,0.4,-2.9,1.8
O=C(O)c1ccccc1N/N=C/C1=C(N2CCOCC2)C(=C\c2ccccc2)/CC1,13.2,0.0,4.3,22.2,8.3,12.5,29.4,19.6*,5.3,-1.9
Cc1nnc(NC(=O)Cc2ccc(OCc3c(C)noc3C)cc2)s1,-0.4,-4.1,-0.4,6.5,3.4,-7.3,-0.2,6.7,-3.2,0.0
O=C(O)c1ccccc1NS(=O)(=O)c1ccccc1C(F)(F)F,2.7,4.5,4.9,10.4,1.8,-6.0,-12.6,0.0,1.9,-7.5
O=C(NCCN1C(=O)S/C(=C\c2ccc(Cl)cc2)C1=O)c1ccc(F)c(S(=O)(=O)N2CCOCC2)c1,2.2,-10.4,-1.5,3.4,-1.9,1.4,0.9,5.7,-6.7,-3.2
COC(=O)[C@H](CCSC)NC(=O)Nc1ccc(OC)cc1,0.4,1.7,-2.2,-0.1,-11.3,-0.1,3.3,2.2,3.1,-2.9
CC(=O)c1ccc(N2CCN(C(=S)Nc3ccc(Oc4ccccc4)cc3)CC2)cc1,3.2,-2.0,4.0,16.3,-0.7,-23.3,-24.6,7.8,3.4,0.7
